NCI-60 one-dose screen, 48 h, at 10 µM unless noted. Numbers give growth in % (100 = growth as untreated, 0 = no growth, -100 = all killed).
SK-MEL-28: SK-MEL-28 melanoma; AID 1794761; 4.1% of 81,000 active
SK-MEL-2: SK-MEL-2 melanoma. 4.7% of 77,000 active
MALME-3M: MALME-3M melanoma; 5.8% of 78,000 active
UACC-62: UACC-62 melanoma | AID 1794756 | 5.4% of 81,000 active
UACC-257: UACC-257 melanoma; AID 1794764; 4.4% of 78,000 active
SK-MEL-5: SK-MEL-5 melanoma; 6.4% of 80,000 active
MDA-MB-435: MDA-MB-435 melanoma; 7.8% of 82,000 active
M14: M14 melanoma | 6.2% of 80,000 active | AID 1794745
* hit, by the source's call; . = no result given; & = joins results of further samples; ! = not active in a repeat. The calls were made as follows: active = growth percent below 10; inactive = the rest.

SMILES	SK-MEL-28	SK-MEL-2	MALME-3M	UACC-62	UACC-257	SK-MEL-5	MDA-MB-435	M14
c1ccc2sc(-c3ccncc3)nc2c1	110	115	160	93	29	106	104	100
N#Cc1c(-c2ccccc2Br)cc(-c2cccnc2)[nH]c1=O	102	110	101	94	108	102	102	104
CC(C)(CO)NC(Cc1ccccc1)c1ccccc1 (centres undefined)	97	63	94	88	100	98	97	91
O=C(N=Nc1c(O)[nH]c2ccccc12)Nc1ccc(F)cc1	108	102	98	79	94	101	98	100
CSC(c1ccccc1)=[N+]1CCOCC1	106	99	103	115	104	112	108	105
O=c1cc(C(F)(F)F)c2cc(-c3cc4ccccc4c(=O)o3)c(O)cc2o1	70	46	91	22	71	25	73	68
O=c1[nH]c2cc(Cl)c(Cl)cc2n2cc3ncccc3c12	120	112	128	58	98	85	87	101
Cn1ncc2cc(CN3CCC(OCc4ccc(Cl)c(F)c4)CC3)ccc21	100	113	102	96	102	97	96	101
CC(=O)c1ccc(-c2cc3ccccc3oc2=O)nc1C	105	137	100	95	116	115	100	106
O=C1C=CC(=O)N1c1ccc(Cl)cc1Cl	118	102	96	104	104	103	100	107
Cc1ccc(S(=O)(=O)NNC(=O)C2CCC(=O)N2)cc1 (centres undefined)	100	103	100	100	106	103	101	103
OCc1ncc(-c2ccc(C(F)(F)F)cc2)c(NCCCC(F)(F)C(F)(F)C(F)(F)C(F)(F)C(F)(F)C(F)(F)C(F)(F)C(F)(F)F)n1	106	98	93	114	100	99	104	102
O=C1CSC(c2c(Cl)cccc2Cl)N1c1nc(Cl)cc(=O)[nH]1 (centres undefined)	115	78	216	102	100	97	111	106
COC(=O)CC[C@@H](C)[C@H]1CC[C@H]2[C@@H]3CC[C@@H]4C[C@@H](OCCC#N)CC[C@]4(C)[C@H]3CC[C@]12C	96	101	107	93	89	101	105	95
O=C(Nc1nccs1)c1ccc(COc2ccccc2)o1	106	100	106	94	108	99	102	100
COc1cc(/C=C/C(=O)c2cccc(B(O)O)c2)cc(OC)c1	99	104	131	63	74	74	77	88
Cc1cccc(Oc2ccc(Nc3ncnc4ccc(NC(=O)CN(C)C)cc34)cc2Cl)c1	48	84	26	102	82	40	34	-77*
CC(=O)CC(=O)c1ccccc1.[Cu+2]	105	107	95	96	102	83	105	107
Cc1cc(-c2cc(C)c(N)cc2C)c(C)cc1N	89	90	84	76	90	82	6.9*	66
COc1ccc(C(=NNS(=O)(=O)c2ccc(C)cc2)c2ccc(F)cc2)cc1OC	106	99	90	67	98	97	100	112
O=C(CSc1nc2ccccc2c(=O)n1CCc1ccccc1)Nc1ccc(F)cc1	101	99	.	76	93	85	83	89
COc1nc2c(c(=O)n1C)C(c1ccccc1)C=C(C(=O)O)N2 (centres undefined)	97	123	112	103	115	107	95	104
Cc1ccc(NC(=O)C2CCC(CN3CCN(C)CC3)CC2)cc1Nc1nccc(-c2cccnc2)n1 (centres undefined)	100	112	104	103	115	.	93	99
COc1ccc(-c2n[nH]c(=O)c3c2sc2ncc(-c4ccc(C)cc4)n23)cc1	106	102	110	93	84	95	119	95
O=C1Nc2ccc(Cl)cc2/C1=C/c1ccc(OCc2ccc(Br)cc2F)cc1	64&105	80	19&100	32&94	65&101	33&93	60&104	47&90
The list goes on.
SMILES	SK-MEL-28	SK-MEL-2	MALME-3M	UACC-62	UACC-257	SK-MEL-5	MDA-MB-435	M14
COc1ccc(-c2[nH]nc(N)c2-c2cc(OC)c3c(c2)OCO3)cc1	60	.	47	37	79	54	-13*	22
COc1ccc(Cl)cc1Nc1nc2c(s1)CCCc1cc(C(=O)NC(C)(C)C)[nH]c1-2	101	82	126	89	85	88	97	71
COc1ccc2[nH]c3c(cnn4cnnc34)c2c1	102	97	96	107	97	97	104	103
Cc1sc2nc(Cc3nc4ccccc4s3)[nH]c(=O)c2c1C	93	114	91	97	113	95	107	97
O=C(O)CS(=O)c1ccc(Cl)cc1 (centres undefined)	105	114	100	111	99	102	102	102
Cc1ccc(S(=O)(=O)n2oc(=O)c(C3CCCCC3)c2N)cc1	126	134	126	95	96	101	108	104
CC(C)=NNC(=O)c1ccc([N+](=O)[O-])cc1	95	108	102	.	107	98	98	102
COC1C(CO)OC(OC2CC(C(C)C)C3(C)CCC4(C)C5C(=CCC4(C)C23)[C@@]23CC[C@H]4OC2O[C@@H]5CC3C4(C)C)C(O)C1O (some centres undefined)	109	82	94	86	97	97	98	95
COc1c(F)cc(-n2c(C(=O)N3CC(F)C3)cc3cccnc32)cc1F	122	108	121	101	102	99	116	119
COc1ccc(OC)c2c1nc(N)c1c3ccccc3cn21	111	113	104	92	115	.	99	97
O=C(O)c1ccccc1/C=N/N1CCCCCC1	99	121	.	111	100	102	105	100
CCN(CC)CCNC(Cc1ccccc1)c1cccc(OC)c1 (centres undefined)	107	113	135	98	107	97	99	96
CCOC(=O)c1c(CCC(=O)O)c[nH]c1C(=O)O	110	102	103	101	94	99	96	99
CCOC(=O)CC1=C(O)c2ccccc2C(=O)C1=O	108	97	110	110	97	100	104	100
ClCC1CSC(c2ccccc2)O1 (centres undefined)	112	92	112	109	80	104	103	104
Cc1ccc(NC(=O)Cn2c(=O)c3ccccc3c(=O)n2-c2ccccc2)cc1	102	84	97	73	96	87	100	99
CCCC(=O)Oc1cc(C)ccc1C(C)C	101	98	94	.	72	96	98	96
Cc1c(O)c(O)cc2c3c(oc12)CC(C(C)C)CC3=O (centres undefined)	105	94	117	58	88	85	102	89
CCn1nc(-c2ccccn2)c2cccnc2c1=S	89	88	68	81	36	59	81	65
c1ccc(-c2nn(-c3ccccc3)[n+](-c3cccc4ccccc34)n2)cc1	41	-11*	-39*	-2.1*	17	-30*	-50*	28
COc1cc(CNS(=O)(=O)c2ccc(C)cc2)ccc1OCc1cn(-c2ccccc2[N+](=O)[O-])nn1	102	108	101	103	107	95	100	100
CC(CN)[C@@H]1CC[C@]2(CO)CC[C@]3(C)[C@H](CC[C@@H]4[C@@]5(C)CCC(NCCO)C(C)(C)[C@@H]5CC[C@]43C)[C@@H]12 (some centres undefined)	-5.2*	94	-35*	92	85	33	31	-2.4*
COCC(O)CN1CCN(c2ccc(C)cc2)CC1 (centres undefined)	110	92	98	93	110	104	108	95
CCCC(=O)OCc1ccccc1	107	.	120	97	82	108	111	103
CCCNC(=O)c1cccc([N+](=O)[O-])c1	115	111	109	107	102	100	104	99

Among those listed so far, these have an aryl methoxy group.
SMILES	SK-MEL-28	SK-MEL-2	MALME-3M	UACC-62	UACC-257	SK-MEL-5	MDA-MB-435	M14
COc1cc(/C=C/C(=O)c2cccc(B(O)O)c2)cc(OC)c1	99	104	131	63	74	74	77	88
COc1ccc(C(=NNS(=O)(=O)c2ccc(C)cc2)c2ccc(F)cc2)cc1OC	106	99	90	67	98	97	100	112
COc1nc2c(c(=O)n1C)C(c1ccccc1)C=C(C(=O)O)N2 (centres undefined)	97	123	112	103	115	107	95	104
COc1ccc(-c2n[nH]c(=O)c3c2sc2ncc(-c4ccc(C)cc4)n23)cc1	106	102	110	93	84	95	119	95
COc1ccc(-c2[nH]nc(N)c2-c2cc(OC)c3c(c2)OCO3)cc1	60	.	47	37	79	54	-13*	22
COc1ccc(Cl)cc1Nc1nc2c(s1)CCCc1cc(C(=O)NC(C)(C)C)[nH]c1-2	101	82	126	89	85	88	97	71
COc1ccc2[nH]c3c(cnn4cnnc34)c2c1	102	97	96	107	97	97	104	103
COc1c(F)cc(-n2c(C(=O)N3CC(F)C3)cc3cccnc32)cc1F	122	108	121	101	102	99	116	119
COc1ccc(OC)c2c1nc(N)c1c3ccccc3cn21	111	113	104	92	115	.	99	97
CCN(CC)CCNC(Cc1ccccc1)c1cccc(OC)c1 (centres undefined)	107	113	135	98	107	97	99	96
COc1cc(CNS(=O)(=O)c2ccc(C)cc2)ccc1OCc1cn(-c2ccccc2[N+](=O)[O-])nn1	102	108	101	103	107	95	100	100

Seven compounds drawn at random from those above, as already listed:
SMILES	SK-MEL-28	SK-MEL-2	MALME-3M	UACC-62	UACC-257	SK-MEL-5	MDA-MB-435	M14
Cc1sc2nc(Cc3nc4ccccc4s3)[nH]c(=O)c2c1C	93	114	91	97	113	95	107	97
c1ccc(-c2nn(-c3ccccc3)[n+](-c3cccc4ccccc34)n2)cc1	41	-11*	-39*	-2.1*	17	-30*	-50*	28
CCOC(=O)CC1=C(O)c2ccccc2C(=O)C1=O	108	97	110	110	97	100	104	100
O=C(O)CS(=O)c1ccc(Cl)cc1 (centres undefined)	105	114	100	111	99	102	102	102
COCC(O)CN1CCN(c2ccc(C)cc2)CC1 (centres undefined)	110	92	98	93	110	104	108	95
ClCC1CSC(c2ccccc2)O1 (centres undefined)	112	92	112	109	80	104	103	104
CCN(CC)CCNC(Cc1ccccc1)c1cccc(OC)c1 (centres undefined)	107	113	135	98	107	97	99	96

Continued.
SMILES	SK-MEL-28	SK-MEL-2	MALME-3M	UACC-62	UACC-257	SK-MEL-5	MDA-MB-435	M14
C[N+](C)(C)CC[N+](C)(C)C	111	95	88	88	99	95	111	103
O=c1[nH]c(-c2csc(-c3cccs3)n2)cc2ccccc12	114	108	101	95	97	98	100	105
CCOP(=O)(OCC)C1c2ccccc2-c2ccccc21	109	.	84	76	115	102	112	106
CSCCC(N)C(=O)NNc1n[nH]c(=S)n1N (centres undefined)	103	100	93	100	105	98	101	93
C=C(CNCCc1ccc(O)cc1)[C@@H]1CC[C@]2(CO)CC[C@]3(C)[C@H](CC[C@@H]4[C@@]5(C)CCC(NCCO)C(C)(C)[C@@H]5CC[C@]43C)[C@@H]12 (some centres undefined)	-92*	-81*	-91*	-81*	-78*	-94*	-92*	-89*
CCNC(=O)OCCO[C@H]1Cc2cc3ccc(=O)oc3cc2OC1(C)C	.	104	105	107	104	99	100	101
COc1ccc2nc(-c3ccc(-n4cncc4-c4cc(OC)c(OC)c(OC)c4)cc3)sc2c1	112	99	118	94	104	104	104	111
O=C(Nc1ccccc1)Nc1ccc(C(=O)/C=C/c2ccc(N3CCOCC3)cc2)cc1	100	105	96	91	98	94	103	109
C=CCC1CCC/C1=N\O (centres undefined)	112	96	.	95	104	99	113	111
CC1(C)N=c2cc3c(cc2N1c1ccc(Cl)cc1)=Nc1ccccc1N3c1ccc(Cl)cc1	87	-1.4*	79	69	40	38	78	19
O=S(=O)(OCCCCCCCCCCOS(=O)(=O)c1ccc(F)cc1)c1ccc(F)cc1	107	100	91	82	94	95	98	95
CC(C)(NC(=O)OC1CCCN(C(=O)CN)C1)c1csc(-c2ccc(F)cc2)n1 (centres undefined)	95	103	.	88	92	99	99	100
COc1c2ccoc2cc2oc(C)c(-c3cc(-c4ccc(F)cc4)c(C#N)c(=O)[nH]3)c(=O)c12	.	98	110	.	.	96	100	96
COc1cc2cc(Oc3ccc(NC(=O)Nc4cccc(C(F)(F)F)c4)cc3)c(C)nc2cc1OCCN1CCOCC1	69	79	55	51	31	6.6*	30	34
COc1ccc(OCC(=O)Nc2ccc(-c3nc4ccccc4s3)cc2OC)cc1	89	98	71	97	98	78	89	75
NNC(=S)N/N=C/c1ccccn1	56	60	54	21	46	30	46	24
CC(=O)Oc1cc(C)ccc1C	107	114	96	104	.	99	80	98
COc1ccc2c(c1)C(=C(C#N)C#N)C=CN2C	112	100	121	111	104	105	104	103
COc1ccc(CCN2C(=O)CSC2=S)cc1OC	102	.	96	97	96	85	94	94
CC1CC(C)C(C)C(C)(CN(C)C)C1 (centres undefined)	98	106	109	100	104	98	98	96
Cc1cccc(NC#N)n1	106	111	99	104	100	103	110	103
COc1cc(/C=N/NC(=O)CCN2c3ccccc3Sc3ccccc32)cc(OC)c1OC	97	98	93	63	93	77	87	79
COc1cc(OC)c(C(=O)/C=C/c2ccccc2C(F)(F)F)c(OC)c1	89	81	91	60	64	83	96	77
CC(=O)c1c(C)cc(C)c(Br)c1C	107	122	113	102	95	.	102	108
COc1ccc(C(=O)/C=C/c2c[n+](=O)c3ccc(F)cc3n2[O-])cc1	111	112	91	92	106	111	119	101
(listing goes on)
SMILES	SK-MEL-28	SK-MEL-2	MALME-3M	UACC-62	UACC-257	SK-MEL-5	MDA-MB-435	M14
O=C1c2cccc3cccc(c23)C(=O)N1CC#Cc1ccc2c3c(cccc13)C(=O)N(CCN1CCNCC1)C2=O	13	113	-45*	105	104	103	105	101
CC12CCCC(CC(=O)c3[nH]c4ccccc4c31)C2 (centres undefined)	53	30	36	37	66	6.2*	-47*	3.7*
CCCCC[C@@H]1Cc2cc(O)c(C(=O)O)c3c2[C@H](C[C@@]2(CCCO2)O3)O1	109	67	121	110	.	111	97	103
CCC(C)NCCOC(=O)c1ccccc1 (centres undefined)	107	114	132	104	98	110	116	104
Cc1cc(SCC(=O)c2ccccc2)cc(C)[o+]1	98	100	114	93	103	101	112	98
O=C1C=CC(=CC=C2N(Cc3ccc4ccccc4c3)c3ccccc3N2Cc2ccc3ccccc3c2)C=C1	21&17	-13*	3.2*	2.3*!	-0.8*!	-51*	8.7*!	30&21
Cc1ccc(-c2nc(-c3ccc(-c4nc5ccc(F)cc5[nH]4)cc3)no2)cc1	108	101	93	98	93	103	89	103
O=C(O)CNc1ncnc2nc[nH]c12	107	107	105	108	88	101	105	104
CC[Si](CC)(CC)c1ccccc1	106	115	95	108	114	100	97	99
Cn1nc(C(=O)O)c(=O)[nH]c1=O	106	.	.	100	105	98	109	100
N#Cc1ccc(OC(=O)Nc2c(Cl)cc(Cl)cc2Cl)cc1	104	118	95	102	98	97	96	112
COc1ccc(C2NNC(=S)N2)cc1O (centres undefined)	113	111	105	96	111	99	100	104
CCN(CC)c1ccc(/C=C2\SC(=O)C(Nc3nnc(-c4cccnc4SCc4ccccc4)o3)C2=O)cc1 (centres undefined)	51	34	58	30	57	27	-25*	-12*
O=C(/C=C/c1ccc(C(F)(F)F)cc1)c1ccc(Nc2nc(NCCO)nc(NCCO)n2)cc1	95	.	66	79	81	77	93	65
N#CC1(NC2CCCCC2)CCN(Cc2ccccc2)CC1	145	105	78	109	95	105	90	102
CCOC(=O)c1c[nH]c(=S)[nH]c1=O	115	102	104	99	103	102	102	103
N#CCCNN	110	.	112	108	115	115	92	100
CCOC(C(OCC)[n+]1ccccc1)[n+]1ccccc1 (centres undefined)	104	98	.	109	119	100	102	98
